hIAP activ – human IAP activation; activation factor at 10 µM; 0.16% of 330,000 active; purified human IAP, CDP-Star luminescence, 30 min; stronger effect = higher value; 1 = vehicle-only enzyme, 0 = enzyme-free background; P09923;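 active = activation factor of the enzyme at least 2-fold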; also: the source names both 10 and 20 µM as test concentration; values of inactives mirror those of a sister screen read the other way
Target sequence (P09923 whole entry, looked up): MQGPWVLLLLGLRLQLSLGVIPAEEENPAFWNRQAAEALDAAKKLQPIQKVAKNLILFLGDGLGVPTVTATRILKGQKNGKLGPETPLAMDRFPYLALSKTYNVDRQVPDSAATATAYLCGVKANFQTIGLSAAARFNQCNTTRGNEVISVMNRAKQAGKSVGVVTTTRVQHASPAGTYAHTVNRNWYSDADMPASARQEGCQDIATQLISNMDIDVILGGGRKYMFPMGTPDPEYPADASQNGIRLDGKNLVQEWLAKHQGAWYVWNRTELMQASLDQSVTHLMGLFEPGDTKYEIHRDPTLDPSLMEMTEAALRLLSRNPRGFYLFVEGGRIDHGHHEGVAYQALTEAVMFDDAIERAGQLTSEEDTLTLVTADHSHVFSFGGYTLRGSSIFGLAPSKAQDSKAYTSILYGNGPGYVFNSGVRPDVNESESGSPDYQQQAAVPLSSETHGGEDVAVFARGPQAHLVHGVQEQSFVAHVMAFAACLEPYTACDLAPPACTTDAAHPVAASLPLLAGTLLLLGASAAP
APOBEC3A inh – blocks human APOBEC3A ssDNA deamination; P31941; 0.41% of 330,000 active; recombinant A3A, FAM/TAMRA ssDNA deamination fluorescence; inhibition, % at 20 µM;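 active = at least 40% inhibition at 20 µM here, with at most 30% in a related deaminase screen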;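 also: plate controls were A3A with DMSO for no effect and wells lacking A3A enzyme for full effect; some results filed as inactive read as strong as hits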
Target sequence (P31941 whole entry, looked up): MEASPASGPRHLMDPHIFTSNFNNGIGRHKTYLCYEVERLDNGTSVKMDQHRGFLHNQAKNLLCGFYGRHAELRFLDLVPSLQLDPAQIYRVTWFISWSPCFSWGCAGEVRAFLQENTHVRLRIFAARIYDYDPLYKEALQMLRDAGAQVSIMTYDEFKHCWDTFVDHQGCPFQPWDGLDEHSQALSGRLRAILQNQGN
mIAP act – increases mouse intestinal alkaline phosphatase activity | muIAP, CDP-Star luminescence, 30 min; stronger effect = higher value; 1 = vehicle-only enzyme signal, 0 = enzyme-free wells | activation factor at 10 µM | 0.24% of 330,000 active;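 active = activation factor of at least 2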; also: the source names both 10 and 20 µM as test concentration; values of inactives mirror those of a sister screen read the other way
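System: Mouse IAP enzyme | Also added: CDP-Star substrate | Dosing: Compounds dispensed in DMSO | Schedule: 30 min enzyme-substrate-compound incubation at room temperature | Technique: Chemiluminescence readout | Control set: DMSO-only wells and no-enzyme negative control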
beta cell repl – MIN6 beta-cell proliferation induction | MIN6 cells proliferation, ATPlite luminescence, 48 h; cells starved in 0.2% serum; 100% = growth in 10% serum | proliferation, % at 10 µM | 0.29% of 330,000 active | AID 2380;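 active = compounds whose signal lies at least 3.5 SD above the mean of all wells on their plate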;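 also: 0% = DMSO-treated cells in low-serum medium and 100% = 10% serum control; some compounds called inactive have numbers as strong as hits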
hIAP block – blocks human intestinal alkaline phosphatase. inhibition, % at 10 µM. purified IAP, CDP-Star luminescence, 30 min. 0.12% of 330,000 active. AID 2544. P09923;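 active = inhibition reaching a set limit with compound at 10 µM in the primary screen, cut at about 35% in these data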;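 also: plate controls were DMSO wells with enzyme for no effect and no-enzyme buffer wells for full effect; values of inactives mirror those of a sister screen read the other way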
A3G deaminase – blocks human APOBEC3G single-stranded DNA deamination; inhibition, % at 20 µM; AID 493012; 0.28% of 330,000 active; recombinant A3G, ssDNA deamination FAM/TAMRA fluorescence;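 active = inhibition of at least 40% at 20 µM, with no more than 30% in the related APOBEC3A deaminase screen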;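 also: plate controls were DMSO wells with A3G for no effect and wells lacking A3G enzyme for full effect; some compounds called inactive have numbers as strong as hits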
GRIN3A LBD mod – modulators (binders) of human NR3A ligand-binding domain; AID 1259313; NR3A LBD differential scanning fluorimetry, Tm shift; 0% = protein alone, 100% = glycine-bound protein; 2.5% of 340,000 active; Tm shift relative to glycine control, % at 25 µM;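 active = melting temperature shift of at least 10% of the positive control shift, at one fixed dose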
MPTP block – blocks calcium-induced mitochondrial swelling; isolated mouse mitochondria, Ca2+ swelling absorbance, 30 min; 1.4% of 360,000 active; inhibition, % at 10 µM;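 active = inhibition of 50% or more, scaled per plate between neutral and stimulator controls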;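 also: 0% = DMSO wells given calcium and 100% = 1 mM EGTA wells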
mIAP inh – blocks mouse intestinal alkaline phosphatase; 0.2% of 330,000 active; AID 2806; purified mouse IAP, CDP-Star luminescence, 30 min; inhibition, % at 10 µM;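 active = inhibition of at least 40% at 10 µM in the primary screen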;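 also: plate controls were DMSO with enzyme for no effect and no enzyme wells for full effect; values of inactives mirror those of a sister screen read the other way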
The depositor's hits bear a star; . = not tested or not shown.

SMILES	hIAP activ	APOBEC3A inh	mIAP act	beta cell repl	hIAP block	A3G deaminase	GRIN3A LBD mod	MPTP block	mIAP inh
CC(=O)NC(CCS(C)(=O)=O)C(=O)Nc1ccccc1Cl (stereo not given)	1	-1	0.97	-2	-2	-3	-2	-0.3	3
CC1CCC(C(C)C)C(OCC(O)CN2CCCC(C)C2)C1 (stereo not given)	1.1	2	0.98	-2	-7	-7	0	23	2
CCCCN(C)C(=O)Cn1ncc2c3ccccc3n(CCC)c2c1=O	0.95	-3	0.94	-3	5	-7	-4	0.0	6
CCOc1ccc(NC(=O)N(C2CCCCC2)C(C)c2cccnc2)cc1 (stereo not given)	1.1	-3	1.1	2	-6	-5	6	-0.4	-12
Cc1cc(NC(=O)CCc2ccc(S(=O)(=O)N3CCOCC3)cc2)n(-c2ccccc2)n1	1	-1	1	-3	-2	-6	-1	0.1	0
COc1cccc(OCCCOc2ccc([N+](=O)[O-])cc2Cl)c1	1.1	1	0.94	-3	-10	-2	-3	-3.0	6
O=[N+]([O-])c1cccc(-c2nc3ccc([N+](=O)[O-])cc3[nH]2)c1	1.1	-5	1	-4	-11	-9	-2	93*	-2
Cc1cc(-c2ccc(S(=O)(=O)N(C)c3ccc(C)c(C)c3)s2)on1	0.92	1	0.91	-7	8	-2	-7	-0.3	9
CC(C)NC[C@@H](O)c1ccc(O)c(O)c1	1.1	18	0.57	-8	-5	5	0	-0.9	43*
Cc1c(CCC(=O)O)c(=O)oc2cc3occ(C(C)(C)C)c3cc12	0.94	-3	0.97	-1	6	-3	1	2.3	2
CCS(=O)(=O)c1ccc(O)c(NC(=O)CC2(CC(=O)O)CCCC2)c1	0.91	-1	0.97	0	9	-6	1	0.3	3
O=C(CN1CCN(Cc2ccccc2Cl)C1=O)NCC1CCCO1 (stereo not given)	0.86	-3	0.99	0	14	-5	-1	1.5	1
CC(=O)N1c2ccc(S(=O)(=O)NCCC(=O)NC3CCCCCC3)cc2CC1C (stereo not given)	0.87	-8	1.1	4	13	-8	2	1.9	-5
COC(=O)c1cc(NC(=O)c2cccc(F)c2)cc(C(=O)OC)c1	1.1	1	1.1	-2	-6	-9	0	-1.4	-8
Cc1ccc(S(=O)(=O)CCC(=O)OCn2nnc3ccccc3c2=O)cc1	1	3	1	2	-3	0	-3	1.8	-1
Cc1cc(-c2ccccc2)nc2[n+]1CCN2C	1	-2	1	0	-4	-5	-1	-0.5	-1
CC1=NN(c2ccccc2)C(=O)/C1=C\c1ccc(Br)s1	0.9	-4	0.84	-6	10	-6	-3	14	16
CCOc1ccc(NC(=O)CSc2nc(=O)n(CCN3CCOCC3)c3c2CCCC3)cc1	0.94	-2	0.92	1	6	-6	0	-0.6	8
COc1ccc2nc(SCC(=O)N3CC(=O)Nc4ccccc43)c(C#N)cc2c1	0.89	-3	0.96	-4	11	-7	-1	0.3	4
COc1ccc(-c2nnc(NC(=O)CS(=O)(=O)c3ccc(Cl)cc3)o2)c(OC)c1	0.82	-2	1	3	18	-2	-3	-1.0	-1
COCCn1c(SCC(=O)Nc2ccc(F)cc2)nc2c(oc3ccccc32)c1=O	0.94	1	1	-1	6	1	1	5.6	-3
CCN(CC)C(=O)CSc1nc2ccccc2c(=O)n1OC	1.2	-15	0.94	4	-15	-1	-1	-1.6	6
O=C1NC(=O)/C(=C/c2ccccn2)S1	1.1	-1	1	-1	-8	-6	2	1.8	-5
Cc1cccnc1N1C(=O)c2ccc(C(=O)O)cc2C1=O	0.97	-5	0.96	1	3	-10	1	2.7	4
CN1CCN(C(=S)SCc2nc(N)nc(Nc3ccc(F)cc3)n2)CC1	1.1	2	1	-2	-15	-5	-2	0.1	-4

Continued; it opens with the 4 that closed the last part.
SMILES	hIAP activ	APOBEC3A inh	mIAP act	beta cell repl	hIAP block	A3G deaminase	GRIN3A LBD mod	MPTP block	mIAP inh
CCN(CC)C(=O)CSc1nc2ccccc2c(=O)n1OC	1.2	-15	0.94	4	-15	-1	-1	-1.6	6
O=C1NC(=O)/C(=C/c2ccccn2)S1	1.1	-1	1	-1	-8	-6	2	1.8	-5
Cc1cccnc1N1C(=O)c2ccc(C(=O)O)cc2C1=O	0.97	-5	0.96	1	3	-10	1	2.7	4
CN1CCN(C(=S)SCc2nc(N)nc(Nc3ccc(F)cc3)n2)CC1	1.1	2	1	-2	-15	-5	-2	0.1	-4
COc1ccccc1C1CCN(Cc2cccc([N+](=O)[O-])c2)CC1	1.3	-4	1	-2	-34	-6	1	1.1	-2
COCc1ccc(CN2CCCC(CO)(Cc3ccccc3C)C2)o1 (stereo not given)	0.97	1	0.94	3	3	-3	-3	-0.5	6
O=C(CSc1nc2ccccc2o1)Nc1ccc(N2CCOCC2)cc1	0.85	-5	1	-3	15	-5	9	30	-2
O=C1[C@@H]2Cc3c([nH]c4ccccc34)C(c3cccc([N+](=O)[O-])c3)N2C(=O)CN1C1CCN(Cc2ccccc2)CC1 (stereo not given in full)	0.84	-3	0.8	-6	16	4	.	0.6	20
CC(=O)c1ccc(NC(=O)C2CCCN(c3ncnc4c3nc3n4CCCCC3)C2)cc1 (stereo not given)	0.83	5	0.98	-4	17	-1	-1	-0.5	2
Cc1nc2ccccc2n1CCc1ccccc1	1	-6	0.9	-2	-3	-18	0	-1.3	10
CCCn1nc(C(=O)NCc2ccccn2)c2ccccc2c1=O	0.74	1	0.99	-2	26	-1	-2	-0.4	1
COc1ccc(NC(=O)COC(=O)c2ccc(Cl)c(S(N)(=O)=O)c2)c([N+](=O)[O-])c1	0.86	1	1	-3	14	-8	0	1.4	-3
Clc1ccc2[nH]c3c(N4CCC5(CC4)OCCO5)ncnc3c2c1	1.3	-5	1.1	-2	-32	-10	-4	.	-9
O=C(Nc1cccc(C(F)(F)F)c1)c1cc(-c2ccco2)on1	0.98	1	0.92	-1	2	-2	-5	0.6	8
O=C(NCCc1cccs1)c1cccs1	0.95	0	0.87	-1	5	-6	-2	0.2	13
C[n+]1cnc(-c2ccccc2)cc1-c1ccccc1	1.2	45*	1	-1	-17	29	0	-0.4	0
COC(=O)c1ccccc1OCCCOc1ccc(C=O)cc1OC	0.95	-2	0.92	-1	5	-8	-5	58*	8
COc1ccc(OC)c(C2C(C#N)=C(N)Oc3cc(C)n(Cc4ccccn4)c(=O)c32)c1 (stereo not given)	0.93	-1	0.83	-3	7	-5	1	1.6	17
CCOC(=O)CC1(NC(=O)c2cc(COc3cncc(Cl)c3)on2)CCCCC1	1.5	-2	0.97	-5	-54	-4	4	2.7	3
COCCN1CCN(C(=O)C2CCC(=O)N(CCc3ccc(Cl)cc3)C2)CC1 (stereo not given)	0.96	2	0.99	-2	4	-6	0	-1.2	1
CC(CNC(=O)CCCn1ncn2c(cc3occc32)c1=O)c1ccccc1 (stereo not given)	1.3	-8	1	-3	-32	-9	9	-1.2	-2
CC(Sc1nnc2c(n1)[nH]c1ccccc12)C(=O)N(C)C1CCCCC1 (stereo not given)	0.94	2	0.93	1	6	-2	-2	0.6	7
O=C(c1ccc(Cl)cc1)c1c[nH]c(C(=O)NNc2ccccc2)c1	0.79	-2	0.98	-3	21	0	4	-0.6	2
CC1(C(=O)NC2CCCCC2)CCC(=O)N1Cc1cccs1 (stereo not given)	0.98	-2	1	2	2	-7	0	-0.9	-4
CC1(C)Oc2ccc(C(=O)N3CCOCC3)cc2N(CC(=O)N2CCOCC2)C1=O	1.1	0	0.81	0	-6	0	-4	1.6	19
O=C(NCc1ccco1)c1ccc(S(=O)(=O)N2CCCCC2)cc1	1	-1	1	-3	-2	-7	0	-2.8	-4
Cc1cc(C)c(C)c(S(=O)(=O)N2CCC(C(=O)NCC(c3ccccc3)N(C)C)CC2)c1C (stereo not given)	0.89	-3	1.1	-4	11	-6	2	-0.8	-7
Cc1cc(CNC(=O)Cn2cc([N+](=O)[O-])cn2)c2ccccc2n1	1.1	-7	1	-3	-13	-4	-1	-0.6	-3
Cc1c(Br)c([N+](=O)[O-])nn1CC(=O)NCc1cccnc1	0.96	-3	0.87	-2	4	-3	0	-0.5	13
SMILES	hIAP activ	APOBEC3A inh	mIAP act	beta cell repl	hIAP block	A3G deaminase	GRIN3A LBD mod	MPTP block	mIAP inh
O=C(NCCO)c1cccc(S(=O)(=O)N2CCCCC2)c1	1.2	0	1	-4	-20	-1	1	0.0	-2
CC(C)(C)c1nc2ccccc2c(=O)n1N1C(=O)c2ccccc2C1=O	1.1	-4	0.85	-3	-12	-5	1	5.4	15
CCNC(=S)NNC(=O)c1ccoc1C	1.2	-2	0.93	-1	-19	-4	1	-0.6	7
CCOC(=O)C1CCN(C(=O)CS(=O)Cc2nc(-c3ccc(C)cc3)oc2C)CC1 (stereo not given)	0.95	-2	0.86	-3	5	0	-2	0.3	14
Cc1ccc(C(=O)N/C(=C/c2ccc(-c3cccc([N+](=O)[O-])c3)o2)C(=O)NC(C)C)cc1	1.1	-14	0.95	-1	-8	4	-2	-6.5	5
O=C(N1CCOCC1)N(CCN1CCOCC1)Cc1cccc(Cl)c1	0.99	3	1.1	0	1	2	0	-4.6	-5
Cc1cccc(Nc2ncnc3nc[nH]c23)c1C	1.2	2	0.86	1	-19	-6	-1	-1.0	14
COc1ccc(CNC(=S)Nc2cccc(Cl)c2)cc1	0.83	0	2.7*	-2	17	-7	4	75*	-172
CCn1c(SCC(=O)N2c3ccccc3Sc3ccccc32)nc2c1c(=O)n(C)c(=O)n2C	0.69	2	1.1	1	31	-1	1	1.1	-15
O=C(CSc1ccc(-c2ccccc2)nn1)N1CCOCC1	1.1	2	1.1	1	-12	0	2	-0.8	-14
Cc1ccc(CNC(=O)CCS(=O)(=O)c2ccc(C)cc2)cc1	1.1	1	0.97	0	-10	-2	0	1.1	3
CC(=O)[C@H]1CC[C@H]2[C@@H]3CC=C4C[C@@H](O)CC[C@]4(C)[C@H]3CC[C@]12C	0.94	0	0.94	-3	6	-10	0	0.9	6
O=C(COC(=O)CNC(=O)c1ccc2c(c1)OCO2)Nc1ncc(Cl)cc1Cl	1.3	4	1.1	-4	-26	2	1	2.2	-6
S=C1Nc2cc(Cl)ccc2Sc2ccccc21	0.97	-2	0.85	0	3	-2	-7	2.2	15
CC(CCc1ccccc1)NC(=O)C(=O)c1c[nH]c2ccccc12 (stereo not given)	0.94	-6	0.83	0	6	-7	-1	0.1	17
COCCN(C(=S)Nc1ccccc1C)C(C)c1cccs1 (stereo not given)	1	-2	1.1	-2	-4	-11	2	-0.1	-6
Cc1c(Cl)cnc(NC(=O)COC(=O)c2nn(C)c(=O)c3ccccc23)c1Cl	0.79	6	0.95	-1	21	2	-2	-0.6	5
O=c1cc(-c2ccccc2)c2ccc(O)c(CN3CCCCC3)c2o1	0.94	-6	0.94	0	6	-5	-4	2.5	6
O=C(CSc1nnc(-c2cccs2)o1)N1CCCc2ccccc21	0.99	1	0.95	2	1	-3	0	0.6	5
CCOC(=O)c1ccc(NC(=O)c2cccc(S(=O)(=O)N3c4ccccc4CC3C)c2)s1 (stereo not given)	0.91	5	0.89	0	9	-7	25*	74*	11
CCNS(=O)(=O)c1ccc(NC(=O)c2ccccc2SCCOC)cc1	1.2	-1	1	-3	-18	-6	-1	-1.3	-4
O=c1c2cnn(-c3ccccc3)c2nc(-c2cccs2)n1-c1ccc(Br)cc1	0.9	-5	0.96	0	10	-7	1	30	4

Rows were taken by chance. About 5% of those tested had a hit in this group.
